RAD54 inh – inhibitors of human RAD54 branch migration, primary screen, biochemical, fluorescence, single point. DNA repair and recombination protein RAD54-like (Homo sapiens), Q92698. RAD54 Holliday junction branch migration, FAM/BHQ fluorescence. inhibition, % at 10.4 µM. hit rate 0.14% among 360,000. AID 602329, 2012;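 active = mean normalized replicate activity at least 40 and at least half of replicates scoring 40 or more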;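 also: 0% = median of neutral control wells and 100% = median of positive control wells; inhibitors cause a drop in the FAM fluorescence signal; in these data hits start at about 50%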
Target sequence (Q92698 whole entry, looked up): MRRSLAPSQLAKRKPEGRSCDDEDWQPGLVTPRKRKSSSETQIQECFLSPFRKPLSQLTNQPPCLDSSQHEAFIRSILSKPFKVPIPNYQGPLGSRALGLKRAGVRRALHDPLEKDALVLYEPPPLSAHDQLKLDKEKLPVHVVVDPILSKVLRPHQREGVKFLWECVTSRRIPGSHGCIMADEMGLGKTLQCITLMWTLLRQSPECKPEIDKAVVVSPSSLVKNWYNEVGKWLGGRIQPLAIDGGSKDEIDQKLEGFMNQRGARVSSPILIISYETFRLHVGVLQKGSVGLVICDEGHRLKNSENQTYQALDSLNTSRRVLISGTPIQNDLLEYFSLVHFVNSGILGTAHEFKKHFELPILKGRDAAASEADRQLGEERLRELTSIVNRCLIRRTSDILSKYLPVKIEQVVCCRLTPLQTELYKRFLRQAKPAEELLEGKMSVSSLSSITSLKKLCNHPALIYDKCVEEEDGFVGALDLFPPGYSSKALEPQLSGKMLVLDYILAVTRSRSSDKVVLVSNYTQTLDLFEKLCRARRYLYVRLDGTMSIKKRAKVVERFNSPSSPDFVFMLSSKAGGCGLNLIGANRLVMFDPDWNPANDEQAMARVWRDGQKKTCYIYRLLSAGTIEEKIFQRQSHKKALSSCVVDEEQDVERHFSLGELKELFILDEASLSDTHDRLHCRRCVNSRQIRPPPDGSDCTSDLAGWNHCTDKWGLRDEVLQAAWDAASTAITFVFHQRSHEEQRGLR
ERp5 block – inhibitors of ERp5-driven insulin aggregation, primary screen, biochemical, turbidity, absorbance 650 nm, single point | 90 min | inhibition, % at 9.99 µM | hit rate 0.05% among 350,000 | Protein disulfide-isomerase A6 (Homo sapiens), Q15084;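 active = mean replicate inhibition above about 25%, with every replicate also reaching it, limit read from the data, passing the limit was not always enough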
esBAF inh – Bmi1 luciferase reporter increase in mESCs, primary screen, esBAF inhibitor project, mouse ES cells, Bmi1 luciferase knock-in, single point; 24 h; 100% = twice the neutral-well signal; reporter increase, % at 12.5 µM; hit rate 2% among 350,000; AID 602393, 2012; in the data active = activation above about 40%;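 also: 0% = median of the plate's neutral control wells and 100% = double that signal; a rise in the Bmi1 reporter signal indicates esBAF inhibition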
PglD inh – C. jejuni PglD acetyltransferase inhibitors, primary screen, biochemical, DTNB colorimetric, single point | UDP-N-acetylbacillosamine N-acetyltransferase PglD (Campylobacter jejuni) | purified PglD enzyme, DTNB colorimetric CoA detection | inhibition, % at 12.5 µM | hit rate 0.098% among 360,000 | AID 602405, 2012; in the data active = inhibition above about 16%, passing the limit was not always enough; also: strong numbers were not always called active
E-selectin induc – E-selectin induction in HUVECs, primary screen, imaging, HUVEC, immunofluorescence imaging, single point; P16581; normalized: neutral wells 0, TNF-alpha wells 100; activation, % at 7.58 µM; hit rate 0.37% among 260,000;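 active = mean E-selectin-positive cell signal at least 10% of the positive control, reached in at least 60% of replicates, without over 20% cell loss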;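 also: in these data hits start at about 27%; measured in HUVEC primary endothelial cells; signal is the percent of cells scored E-selectin positive by PE staining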
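System: HUVEC, human umbilical vein endothelial cells; quantity: 3,000 cells/well; buffer or medium: EGM-2 medium, gelatin-coated wells; dosing: single-point compound dose; detection: immunofluorescence imaging; evaluation: % PE-positive cells; benchmarks: TNF-alpha, DMSO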
ARNT-TACC3 inh – disruptors of ARNT/TACC3 protein interaction, primary screen, biochemical, AlphaScreen, single concentration; Transforming acidic coiled-coil-containing protein 3 (Homo sapiens), Q9Y6A5; AlphaScreen His-ARNT PAS-B/GST-TACC3 binding, luminescence; TACC3 fragment carries E629A point mutation; inhibition, % at 9.99 µM; hit rate 0.66% among 390,000; AID 623870, 2012;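 active = mean inhibition of replicates at least 50% and at least half of replicates each reaching 50%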;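 also: 0% = complete ARNT plus TACC3 wells and 100% = ARNT alone without TACC3; many hits fall short of the cut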
CASP6 VEID inh – human caspase-6 inhibitors, primary screen, biochemical, VEID-R110 fluorescence, single point, set 2; inhibition, % at 12.5 µM; hit rate 0.53% among 350,000; P55212; purified caspase-6, Z-VEID-R110 cleavage fluorescence;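 active = mean inhibition across replicates at least about 35%, with every replicate also reaching that limit, limit read from the data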;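 also: 0% = median of neutral control wells and 100% = no fluorescence left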
Target sequence (P55212 24-179 limits assumed): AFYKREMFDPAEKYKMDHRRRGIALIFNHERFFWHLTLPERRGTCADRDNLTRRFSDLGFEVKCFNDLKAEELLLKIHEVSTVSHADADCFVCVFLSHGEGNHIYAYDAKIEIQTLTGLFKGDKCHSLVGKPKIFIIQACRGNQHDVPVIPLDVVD
Target sequence (P55212 194-293 limits assumed): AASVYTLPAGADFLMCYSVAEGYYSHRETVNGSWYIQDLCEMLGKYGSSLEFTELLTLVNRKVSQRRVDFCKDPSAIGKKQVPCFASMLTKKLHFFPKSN
RAD52 anneal inh – RAD52 DNA annealing inhibitors, primary screen, biochemical, FRET, single point, set 2; AID 651710, 2012; recombinant RAD52 DNA annealing, FRET fluorescence; hit rate 0.46% among 360,000; inhibition, % at 18.7 µM; DNA repair protein RAD52 homolog (Homo sapiens), P43351;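 active = every replicate showing at least 50% inhibition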
An asterisk follows results filed as active; x = no result given; & = joins results of further samples.

Structure,RAD54 inh,RAD52 anneal inh,esBAF inh,CASP6 VEID inh,ERp5 block,E-selectin induc,ARNT-TACC3 inh,PglD inh
C[C@H]1CN([C@@H](C)CO)C(=O)c2c(c3ccccc3n2C)-c2ccccc2CO[C@@H]1CN(C)S(=O)(=O)c1cccc(C#N)c1,11,1,-5,0,-2,-0.4,-4,9
CCN(C/C=C/c1ccccc1OC)Cc1ccccc1,6,-11,1,2,1,0.5,-8,0
CNC[C@H]1Oc2ccc(NC(=O)Nc3ccc4c(c3)OCO4)cc2CC(=O)N([C@H](C)CO)C[C@H]1C,7,8,1,-2,6,x,-6,-7
CCC(C)NC(=O)COC(=O)c1ccc(Cl)cc1O (centres undefined),x,-8,x,2,3,x,0,x
COc1ccc(C)cc1NC(=O)CCCN1C(=O)CN(C)C1=O,-6,-12,5,-15,-3,0.1,2,2
Cc1cccc(-n2c(Cc3ccccc3)n[nH]c2=S)c1,17,-21,-3,1,-4,x,-30,-1
Cc1[nH]c(=O)c(C(=O)c2ccccc2O)cc1C(=O)O,0,-10,6,-2,3,x,-4,-3
O=C(N[C@@H](Cc1ccccc1)Cn1cc(CN2C(=O)COC[C@H]2c2ccccc2)nn1)c1ccccc1,-1,12,x,2,3,x,2,4
CC1(C(=O)NS(=O)(=O)c2ccc(Cl)s2)CCN1C(=O)Cc1cc(F)ccc1F (centres undefined),-4,1,-9,0,-4,-0.2,x,4
CCOc1ccc2c(c1)C(C)=CC(C)(C)N2C(=O)Nc1ccccc1F,-3,-60,x,11,6,-0.2,1,-1
Cc1ccc(C)c(NC(=O)CCN2C(=O)C3CC=CCC3C2=O)c1 (centres undefined),-9,-8,2,-1,-10,-0.7,x,2
CN(CC(=O)Nc1ccc(Cl)c(C(F)(F)F)c1)C(=O)CCCc1nc2ccccc2c(=O)[nH]1,6,1,-2,-2,0,x,3,0
COc1cccc(NC(=O)CN(C)C(=O)CSc2nc3ccccc3s2)c1,x,-3,x,2,3,1.1,x,x
CC(=O)c1cccc(CN(C)CC2CCCN(CCc3ccccc3C)C2)c1 (centres undefined),6,0,-1,-10,-6,x,6,-6
O=C(CN1C(=O)c2cccc([N+](=O)[O-])c2C1=O)N1CCN(c2ccc(F)cc2)CC1,x,3,x,-4,2,9.6,-1,x
CO[C@H]1CN(C)C(=O)c2ccc(NC(=O)C3CCC3)cc2OC[C@H](C)N(C)C[C@H]1C,-1,3,-4,-11,4,0.0,-21,0
CCOC(=O)N/N=C/c1ccc(F)cc1,-9,-12,10,1,-1,x,-4,2
CCCCC(=O)N1CCN(c2ccc(OC)cc2[N+](=O)[O-])CC1,-6,-4,-2,2,0,x,x,1
O=C(Cn1nc(C(F)(F)F)cc1C1CC1)Nc1ccccc1F,x,-12,x,0,3,0.8,-10,x
C[C@H](CO)N1C[C@H](C)[C@H](CN(C)C)Oc2ccc(NC(=O)c3ccncc3)cc2C1=O,-1,-10,0,0,4,x,-9,-4
CNC[C@@H]1Oc2ncc(-c3cccc(F)c3)cc2C(=O)N([C@H](C)CO)C[C@@H]1C,-1&-6,12&-12,-5&1,1&0,9&0,0.1,21&9,-1&-2
O=C(Nc1ccc(F)cc1F)NC1CC(=O)N(Cc2ccccc2)C1 (centres undefined),-3,x,-2,x,x,x,4,7
CCOC(=O)N1CCC(NC(=O)CSCc2nc(-c3ccc(OC)c(OC)c3)oc2C)CC1,-7,x,-20,x,x,x,-20,1
Cn1cc(CN2CCc3ccccc3C2)c2ccccc21,x,-20,5,4,7,x,19,x
O=C(c1ccc(NC2=NC3CS(=O)(=O)CC3S2)cc1)N1CCN(C(=O)c2ccco2)CC1 (centres undefined),-5,-7,-8,0,1,-0.1,2,-3
CN1C(=O)c2cc(NC(=O)NCc3ccccc3)ccc2OC[C@H]2O[C@@H](CC(=O)O)CC[C@@H]21,0,-5,-4,-3,-2,0.1,-4,6
CS(=O)(=O)N(CCc1ccccc1)CC(=O)N1CCCCCC1,11,-13,-4,0,2,-1.0,x,-1
O=C(COC(=O)Cc1ccc(Cl)cc1)NC1CCCC1,5,-6,0,-1,5,x,x,3
Cc1ccc(NC(=O)C2CCN(C(=O)NC3CCCCC3)CC2)cc1Cl,5,x,5,x,x,x,-4,-6
CC(=O)Oc1ccccc1Cn1c(C)c(C(=O)NCc2ccc(F)cc2)sc1=O,-14,-3,3,1,0,x,x,-4

Ordered by SMILES length (ascending): some entries from above.
Structure,RAD54 inh,RAD52 anneal inh,esBAF inh,CASP6 VEID inh,ERp5 block,E-selectin induc,ARNT-TACC3 inh,PglD inh
COc1cccc(NC(=O)CN(C)C(=O)CSc2nc3ccccc3s2)c1,x,-3,x,2,3,1.1,x,x
CC1(C(=O)NS(=O)(=O)c2ccc(Cl)s2)CCN1C(=O)Cc1cc(F)ccc1F (centres undefined),-4,1,-9,0,-4,-0.2,x,4
O=C(CN1C(=O)c2cccc([N+](=O)[O-])c2C1=O)N1CCN(c2ccc(F)cc2)CC1,x,3,x,-4,2,9.6,-1,x

More entries.
Structure,RAD54 inh,RAD52 anneal inh,esBAF inh,CASP6 VEID inh,ERp5 block,E-selectin induc,ARNT-TACC3 inh,PglD inh
CC(=O)Nc1ccc(S(=O)(=O)NCc2ccccn2)cc1,x,-16,x,-1,7,x,-12,x
C[C@@H]1CN([C@@H](C)CO)C(=O)c2cc(NS(=O)(=O)c3ccccc3)ccc2O[C@H]1CN(C)C(=O)Nc1cccc2ccccc12,2,2,2,-2,-1,-0.3,-3,2
CCN(CC)c1cccc(OCC(=O)N(C)CCC#N)c1,1,-6,x,0,17,x,x,2
C[C@@H]1CN([C@@H](C)CO)C(=O)c2cc(NS(=O)(=O)c3cn(C)cn3)ccc2O[C@@H](C)CCCCO[C@H]1CN(C)S(=O)(=O)c1ccc(Cl)cc1,1,21,-6,1,1,-0.2,-3,0
COc1cccc(C(=O)N2C[C@@H]3[C@H](c4ccccc42)[C@@H](CO)N3C(C)=O)c1,3,8,-2,-1,1,-0.5,-15,0
CCC(=O)N1[C@@H]2Cn3c(ccc(-c4ccccc4)c3=O)[C@H]1[C@@H](C(=O)N1CCc3ccccc3C1)[C@@H]2CO,2,7,0,11,0,0.1,20,0
O=S(=O)(N[C@H]1CC[C@@H](CCn2cc(-c3cccnc3)nn2)O[C@@H]1CO)c1ccc(F)cc1,7,0,-5,3,2,-2.5,1,-2
CN1CCN(S(=O)(=O)c2ccc(Nc3ccc(F)cc3)c([N+](=O)[O-])c2)CC1,-3,-10,6,4,3,1.2,x,-7
O=C(COC(=O)c1ccc(O)cc1)Nc1cc(C(F)(F)F)ccc1Cl,x,2,x,3,-1,x,-6,x
C=CCN(c1ccccc1Cl)S(=O)(=O)c1cc(C(=O)N2CCCC2)ccc1Cl,-3,-5,x,-1,-4,x,5,4
COc1ccc(/C=C(\NC(=O)c2ccco2)C(=O)NCc2ccco2)cc1,2,-9,-3,5,1,-0.3,0,2
COC(=O)C1C(O)C(C)C(O)C(C)(O)/C=C\C=C(/C)C(=O)Nc2c(C)c(OC(C)=O)c3c(c2O)C(=O)C(C)=C2OCOC(=C23)/C(C)=C/C(C)(O)C(O)C(C)C1O (centres undefined),9,-7,6,57*,-1,0.0,29,-3
COC(=O)c1ccc(CN2CCN(Cc3ccccc3)C(CCO)C2)cc1 (centres undefined),x,-8,x,0,1,x,-2,x
O=c1[nH]cccc1-c1nc2ccccc2n1Cc1cccc(F)c1,-6,-8,-2,-1,5,0.1,2,5
CCCc1cc(C(=O)N2CCN(c3ccc(C(F)(F)F)cn3)CC2)sc1C,7,12,x,0,3,-0.1,-5,-1
CCOc1ccc(N(C(=O)c2snc(C(N)=O)c2N)C(C(=O)NCC2CCCO2)c2c[nH]c3ccccc23)cc1 (centres undefined),10,-13,-1,-1,1,0.2,5,-4
COc1ccc([C@@H]2Sc3cc(OC)ccc3N(CCN(C(C)C)C(C)C)C(=O)[C@H]2OC(C)=O)cc1,-1,x,6,x,x,x,2,1
O=C(CCN1CCN(c2ccccc2)CC1)NNC(=O)c1ccccc1,-8,8,5,-1,1,0.4,x,-4
O=C(N[C@H]1C=C[C@H](CC(=O)N2CCc3ccccc3C2)O[C@@H]1CO)C1CC1,-1,7,-4,2,6,-0.1,9,-2
CO[C@H]1CN(C)C(=O)c2cc(NC(=O)C3CC3)ccc2OC[C@@H](C)N(C(=O)c2cnccn2)C[C@H]1C,-2,-7,1,-4,0,1.7,-14,-2
CNC[C@H]1Oc2ccc(NS(=O)(=O)c3ccc(C)cc3)cc2C(=O)N([C@@H](C)CO)C[C@H]1C,1,16,0,1,6,1.0,-9,6
CC(C)n1nnnc1SCC(=O)NCCc1ccccc1,1,x,12,x,x,x,8,19
CCN(C1CCCCC1)S(=O)(=O)c1ccc(S(=O)(=O)NCCc2ccncc2)cc1,-3,x,4,x,x,x,5,-2
CC(C)c1cc(Cn2c3ccccc3c(=O)n2C(C)CBr)on1 (centres undefined),2,5,-5,1,1,-0.1,x,12
C[C@@H]1CN([C@H](C)CO)C(=O)Cc2cc(NC(=O)Nc3ccc(C(F)(F)F)cc3)ccc2O[C@H]1CN(C)C,11,5,4,-4,-3,x,-3,-2
COc1ccc2c([N+](=O)[O-])c(Cl)[nH]c2c1,x,4,x,63*,-1,-0.1,25,x
O=C(Nc1ccccc1)c1c2c(nc3ccccc13)CCCC2,-2,-11,-9,-2,5,x,-7,-3
CCOC(=O)[C@H]1[C@H]2COc3ccc(Cl)cc3[C@@H]2N2C(=O)CN(C)C(=O)[C@@]12C,1,-13,-5,3,4,0.1,0,6
C=CCNC(=S)NCCO,6,-5,-7,-3,-4,0.0,-4,-7
CC(=O)c1ccc(NS(=O)(=O)c2ccc(C(C)(C)C)cc2)cc1,x,-12,x,0,-7,2.3,-2,x

Continuation:
Structure,RAD54 inh,RAD52 anneal inh,esBAF inh,CASP6 VEID inh,ERp5 block,E-selectin induc,ARNT-TACC3 inh,PglD inh
C/C(=N\N1CCN(Cc2ccccc2Cl)CC1)c1ccc(F)cc1,16,-4,x,2,4,5.7,6,-4
CCCC(=O)Nc1cccc(Oc2nc(C)cc(C)c2C#N)c1,-9,x,-8,x,x,x,-3,-2
O=C(NCc1ccccc1)c1cc(C2COCCN2C(=O)c2ccccc2)on1 (centres undefined),1,-7,3,0,3,-0.2,x,-3
CC(=O)O[C@H]1CC[C@]2(C)C3CC[C@]4(C)[C@@H]([C@H](C)/C=C/[C@H](C)C(C)C)CC[C@H]4[C@@]34C=C[C@]2(C1)N(C(=O)c1ccccc1)O4 (some centres undefined),x,-8,x,2,-1,-0.1,x,x
O=C(CSc1nc2ccc(Cl)cc2[nH]1)N1CCN(C(=O)c2ccco2)CC1,1,-6,-6,11,4,x,3,2
O=C(COc1ccccc1F)NNC(=O)c1cc(Br)ccc1Cl,-4,-6,16,-3,1,x,-1,-5
COP(=O)(CN(Cc1ccccc1)C(=S)Nc1c(C)cccc1C)OC,x,10,x,-5,1,-0.1,-25,x
O=C1CCNc2ccc(-c3ccccc3)cc21,x,-478,x,-1,-2,x,-7,x
O=C(CCCN1C(=O)c2cccc3cccc(c23)C1=O)Nc1ccon1,x,-2,x,1,3,x,-1,x

Screens: PubChem, Broad Institute
